Source: PubChem BioAssay
TNFa cytotox – toxic to HUVEC cells under TNF alpha stimulation; AID 848; HUVEC TNFalpha-stimulated, Hoechst cell count, imaging; hit rate 0.17% among 93,000; cell count reduction, % at 2 µM;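 active = cell count reduction exceeding the screen mean by over 5 SD, scaled to untreated wells per plate, cut at about 78% in these data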;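 note: cells counted after 24 h of TNF alpha exposure following the 1 h pretreatment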
F-actin modifier – cytoskeleton assembly modification; HUVEC TNFa F-actin phalloidin imaging, high content; inhibition, % at 2 µM; hit rate 0.18% among 91,000;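 active = inhibition above the batch mean plus 3 SD and confirmed as a hit by visual image inspection, cut at about 30% in these data, passing the limit was not always enough; inconclusive = above the inhibition threshold but rejected on visual inspection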; note: strong numbers were not always called active
sEH act – soluble epoxide hydrolase (human) activation; purified human sEH enzymatic activity, activator screen; activation, % at 2 µM; hit rate 0.04% among 91,000; in the data active = activation above about 37%; note: values of inactives mirror those of a sister screen read the other way
IL1B cytotox – HUVEC cytotoxicity counter-screen, IL-1B stimulated; HUVEC cell count loss, Hoechst imaging; cell count reduction, % at 2 µM; hit rate 0.41% among 94,000;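 active = cell count reduction more than 3 SD above the screen-wide mean, cut at about 70% in these data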;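 note: normalized per plate to untreated control cells as the no-loss baseline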
ERb coact inh – ER-beta (human) coactivator binding inhibition; Q92731; TR-FRET ER-beta LBD / SRC1-Cy5 peptide binding; receptor agonist-loaded with 1 µM estradiol; inhibition, % at 25.6 µM; hit rate 1.3% among 86,000;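 active = compounds whose percent inhibition of the receptor-coactivator binding signal exceeds about 50% in the single-dose screen, limit read from the data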;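 note: 0% = receptor plus peptide wells without compound and 100% = peptide-only wells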
Target sequence (Q92731 whole entry, looked up, the tested form may be a part): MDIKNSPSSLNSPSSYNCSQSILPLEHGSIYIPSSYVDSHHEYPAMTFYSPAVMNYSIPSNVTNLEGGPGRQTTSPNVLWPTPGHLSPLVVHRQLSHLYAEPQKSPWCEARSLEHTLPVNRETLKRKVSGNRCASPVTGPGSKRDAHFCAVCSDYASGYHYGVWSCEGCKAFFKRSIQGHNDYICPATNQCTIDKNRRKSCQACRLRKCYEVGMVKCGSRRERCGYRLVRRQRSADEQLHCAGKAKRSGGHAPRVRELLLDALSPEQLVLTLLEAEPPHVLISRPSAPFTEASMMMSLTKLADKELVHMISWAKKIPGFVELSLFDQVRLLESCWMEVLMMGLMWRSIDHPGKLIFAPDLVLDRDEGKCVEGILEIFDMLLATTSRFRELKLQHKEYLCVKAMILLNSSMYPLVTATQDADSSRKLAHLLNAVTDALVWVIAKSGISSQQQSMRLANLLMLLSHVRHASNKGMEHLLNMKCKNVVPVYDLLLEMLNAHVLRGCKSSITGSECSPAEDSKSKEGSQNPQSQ
Smad3 FoxH1 inh – blocks human Smad3 binding to FoxH1 peptide; P84022; TR-FRET Smad3/Dy647-FoxH1 peptide binding, europium anti-His; inhibition, % at 25 µM; hit rate 0.29% among 88,000;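 active = compounds that reduce the energy-transfer binding signal between the protein and its labelled peptide by more than half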;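 note: 0% = Smad3 plus labelled peptide maximal FRET and 100% = peptide-only background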
Target sequence (P84022 whole entry, looked up): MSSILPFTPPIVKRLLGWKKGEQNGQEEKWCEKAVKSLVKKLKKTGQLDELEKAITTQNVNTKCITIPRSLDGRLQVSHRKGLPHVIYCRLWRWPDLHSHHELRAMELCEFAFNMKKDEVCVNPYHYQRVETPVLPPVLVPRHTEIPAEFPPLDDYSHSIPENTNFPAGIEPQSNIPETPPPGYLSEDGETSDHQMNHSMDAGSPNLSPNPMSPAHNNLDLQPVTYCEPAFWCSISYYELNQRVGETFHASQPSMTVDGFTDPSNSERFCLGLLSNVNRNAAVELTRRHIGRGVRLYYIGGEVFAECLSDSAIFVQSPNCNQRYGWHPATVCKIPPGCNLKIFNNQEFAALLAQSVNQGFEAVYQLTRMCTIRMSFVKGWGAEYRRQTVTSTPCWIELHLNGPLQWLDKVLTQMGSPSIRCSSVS
sEH inhibitor – blocks human soluble epoxide hydrolase activity; P34913; recombinant human sEH enzymatic activity assay; inhibition, % at 2 µM; hit rate 0.34% among 91,000; AID 707; in the data active = inhibition above about 80%; note: values of inactives mirror those of a sister screen read the other way; many of its hits are not listed in these tables
Calb biofilm kill – kills Candida albicans biofilms. C. albicans biofilm + clotrimazole, Alamar Blue. inhibition, % at 6 µM. hit rate 0.14% among 85,000;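 active = inhibition above 20%; inactive = inhibition below 20%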;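 note: preformed 24 hr biofilms exposed to compound for 48 hr; 0% = biofilm without compound and 100% = blank killed by clotrimazole plus chlorhexidine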
VCAM1 TNFa inh – reduces TNF alpha induced VCAM1 expression in HUVEC; HUVEC TNFa-induced VCAM-1 immunofluorescence, high-content imaging; inhibition, % at 2 µM; hit rate 0.48% among 95,000;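 active = inhibition above the batch mean plus 3 SD, with images confirmed as a hit by eye, cut at about 37% in these data; inconclusive = inhibition above that limit but hit not confirmed in images; inactive = inhibition not above that limit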;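 note: 0% = TNF-stimulated DMSO wells and 100% = unstimulated control wells; not every result past the cut was called active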
* hit, by the source's call; ? = inconclusive; nt = no result given; [ ] = remark or other dose. Some of the compounds tested (hit frequency here may not be typical).

SMILES	TNFa cytotox	F-actin modifier	sEH act	IL1B cytotox	ERb coact inh	Smad3 FoxH1 inh	sEH inhibitor	Calb biofilm kill	VCAM1 TNFa inh
CC1CCN(C(=O)CSc2nnc(CNC(=O)COc3ccc(Cl)cc3)o2)CC1	12	-6	0	-27	-4[fluorescence artefact?]	-6	0	8	14
COC(=O)C1=C(C)NC(C)=C(C(=O)OC)C1c1ccc2ccccc2n1	47	-14	-4	12	-3	-18	4	0	14
CCCc1sc(N/N=C/c2ccccn2)nc1-c1ccc(Br)cc1	-8	4	-8	-23	-3	16	7	1	94*
c1ccc(-c2nnc3n2NC(c2ccc4c(c2)OCO4)S3)cc1 (stereo unspecified)	-33	-9	-6	-27	nt	nt	8	nt	20
CC(=O)NC(CCS(C)(=O)=O)C(=O)Nc1nccs1 (stereo unspecified)	-49	2	12	-24	-4[fluorescence artefact?]	5	-11	4	-36
c1ccc(-c2ccc(-c3cnc4n3CCCCC4)cc2)cc1	-12	2	-4	-12	-2	-1	6	1	7
CNc1nc(Oc2ccccc2C(=O)OC)nc(SC)n1	-2	-7	6	11	4	-3	-1	5	-34
C=CCN1C(=Nc2ccccc2)SC/C1=C\C(=O)OC	-22	nt	2	-33	5[fluorescence artefact?]	-3	0	9	3
O=C(O)CCc1nn2c3ccccc3nc2n(-c2ccccc2)c1=O	-9	5	12	-19	-3[fluorescence artefact?]	0	-8	8	3
CCCCOC(=O)c1ccc(NC(=O)CSCc2n[nH]c(=O)[nH]2)cc1	-18	-13	5	-30	6	6	-5	8	7
Nc1c(C(=O)NCc2ccco2)sc2nc3c(cc12)C(=O)CCC3	-22	-10	-4	2	85*[fluorescence artefact?]	8	9	1	9
O=C1Nc2ccccc2C12OC1CCCCC1O2 (stereo unspecified)	nt	nt	-5	-16	10	-3	3	-1	nt
C=CCNc1nc(N)c(C(=C(C#N)C#N)c2ccccc2)s1	-25	-28	-2	-15	nt	nt	5	nt	0
COc1ccc(C(=O)Nc2ccc(S(=O)(=O)N3CCOCC3)cc2)cc1OC	-47	19	-8	-7	-3	9	9	-2	0
Cc1ccc(C)c(NC(=S)c2ccccn2)c1	-5	8	9	-4	-9	-2	-6	9	14
O=C(Nc1cccc(F)c1)/C(=C\c1cccnc1)NC(=O)c1cccs1	-2	6	7	22	nt	nt	-6	nt	-3
O=c1nc(NCc2ccco2)sc2ncccc12	-3	0	-2	-40	0	-11	5	8	-9
CCOC(=O)c1c(NC(=O)/C=C/c2ccc3c(c2)OCO3)sc(C)c1C	nt	-15	8	10	nt	nt	-6	nt	-28
Cc1ccc2[nH]c3c(c2c1)CN(C(=O)CN1CCN(c2cccc(C)c2C)CC1)CC3	-3	0	1	-24	-5[fluorescence artefact?]	2	3	8	-8
COc1ccc(NC(=O)CSc2ncn[nH]2)c([N+](=O)[O-])c1	-16	7	1	14	nt	nt	-1	nt	15

Some of the entries so far, with each value named:
c1ccc(-c2ccc(-c3cnc4n3CCCCC4)cc2)cc1
  TNFa cytotox = -12
  F-actin modifier = 2
  sEH act = -4
  IL1B cytotox = -12
  ERb coact inh = -2
  Smad3 FoxH1 inh = -1
  sEH inhibitor = 6
  Calb biofilm kill = 1
  VCAM1 TNFa inh = 7
CNc1nc(Oc2ccccc2C(=O)OC)nc(SC)n1
  TNFa cytotox = -2
  F-actin modifier = -7
  sEH act = 6
  IL1B cytotox = 11
  ERb coact inh = 4
  Smad3 FoxH1 inh = -3
  sEH inhibitor = -1
  Calb biofilm kill = 5
  VCAM1 TNFa inh = -34

(listing goes on)
SMILES	TNFa cytotox	F-actin modifier	sEH act	IL1B cytotox	ERb coact inh	Smad3 FoxH1 inh	sEH inhibitor	Calb biofilm kill	VCAM1 TNFa inh
Cn1c(-c2ccco2)nc2cc3ccccc3cc21	-21	14	3	-9	4	6	-2	2	12
O=C(Nc1ncnc2sc3c(c12)CCCCC3)c1ccccc1	-2	2	7	12	-6	16[fluorescence artefact?]	-8	-4	7
COCc1cc(C)nc2sc(C(=O)N3CCCCC3)c(N)c12	8	0	4	-1	-6	-9	-5	0	12
O=c1c2ccccc2nc(CSc2ncnc3nc[nH]c23)n1-c1cccc(C(F)(F)F)c1	-4	-3	8	-14	-1	-11	-11	-1	0
COc1cc(Cl)c(S(=O)(=O)N2CCOCC2)cc1Cl	-10	1	-6	-10	6	4	6	8	-1
CC(=O)Nc1ccc(S(=O)(=O)Nc2nnc(C(C)(C)C)s2)cc1	0	nt	6	8	9	2	-9	7	28
CC(C)C(NS(=O)(=O)c1ccc2c(c1)oc(=O)n2C)C(=O)N1CCN(Cc2ccccc2)CC1 (stereo unspecified)	-23	-14	-16	-2	-1	5	13	1	15
COC(=O)C1=C(O)/C(=C\c2cc(C)n(-c3ccccc3C)c2C)N=C1C	-21	nt	-3	-3	-1	1	-1	4	17
COc1cc(C(=O)Nc2ccc(S(=O)(=O)NC(C)(C)C)cc2)cc(OC)c1OC	0	?	14	-127	-27	0	-15	2	-3
CCOC(=O)c1ccc(NC(=O)Cn2nnc(-c3ccc(C)cc3)n2)cc1	-26	-3	-7	-4	45	1	6	5	-4
COc1ccc2nc(SCC(=O)Nc3ccc(S(=O)(=O)N4CCCC4)cc3)c(C#N)cc2c1	-18	-8	-58	-34	40[fluorescence artefact?]	11	57	6	-12
CCOc1ccc(N2CC(=O)SC2=S)cc1	-14	-4	14	-23	-2	0	-13	-7	16
CCS(=O)(=O)N1CCCC(C(=O)NCC2CCCO2)C1 (stereo unspecified)	-26	39	0	-6	-9	7	2	12	-23
N#CCCN(CCC#N)C(=O)COc1ccc(Cl)cc1Cl	-25	-4	1	-1	-29	4	4	6	9
Cc1occc1C(=O)Nc1c(F)cc(F)cc1Br	-13	-3	5	-14	-7	24[fluorescence artefact?]	-7	1	-15
O=C(O)CCC(NS(=O)(=O)c1ccc(-c2ccccc2)cc1)C(=O)O (stereo unspecified)	-24	0	0	-44	-11	1	2	-1	0
O=C(CSc1ccc2nnc(-c3ccccc3)n2n1)NCc1ccco1	-21	-30	4	-5	23	31[fluorescence artefact?]	-3	-1	4
CC1CCN(C(=O)c2ccc(-n3cnnn3)cc2)CC1	-6	-9	10	2	-13	11[fluorescence artefact?]	-6	1	-19
Cc1cc(C)cc(N2CC(C(=O)O)CC2=O)c1 (stereo unspecified)	-3	4	4	-6	0	1	0	8	-2
CC1CCN(CCOc2cc(Cl)ccc2Cl)CC1	-6	-4	12	-5	-21	-8	-9	6	3
CCC(C)C1C(C#N)=C(N)Oc2n[nH]c(C)c21 (stereo unspecified)	-20	-1	-16	2	-6	-2	14	2	-7
CCOC(=O)c1cn(CC(=O)Nc2ccccc2C(=O)OCC)nn1	-22	-8	nt	-24	-29	8	nt	4	-39
CNCC(O)COc1ccccc1 (stereo unspecified)	-3	8	-6	-8	-9	-2	3	1	-5
Cc1ccc(N(Cc2cc(=O)[nH]c3ccccc23)C(=O)c2ccco2)cc1	0	-17	-9	40	14[fluorescence artefact?]	2	8	2	1
O=C1C=C(NCc2ccc(Cl)c(Cl)c2)CC1	5	-14	-3	8	-10	4	2	2	-10
O=S(=O)(CCc1nnc(-c2ccccc2)o1)c1ccc2ccccc2c1	-30	12	9	3	0	2	-11	1	16
O=C(NCCCN1CCOCC1)c1ccc(Br)s1	-19	-7	2	28	0	5	0	7	-3
Cc1ccc(-n2c(=O)[nH]cc(C(=O)Nc3ccc4c(c3)OCCO4)c2=O)cc1C	2	6	-4	-5	-20	-3	7	3	-5
COC(=O)COc1ccc(S(=O)(=O)NCCC2=CCCCC2)cc1Cl	-11	-12	-3	6	9	10	3	2	-13
Cc1ccc(Sc2nnc(Cc3ccccc3)c3ccccc23)cc1	-15	-18	-3	1	nt	nt	5	nt	5
O=C(Nc1cccnc1)c1ccc(CN2CCc3ccccc3C2)cc1	-21	-1	nt	-8	-25	3	nt	-1	13
CC1=C(C)/C(=N/OC(=O)c2cccc([N+](=O)[O-])c2)C=CC1=O	20	-20	-1	-17	-11[fluorescence artefact?]	7	2	5	-27
CN(C(=O)c1ccc(C#N)cc1)c1nnc(-c2ccccn2)s1	-28	14	3	-19	7	21[fluorescence artefact?]	-4	0	-4
O=C(N1CCOCC1)N1CCN(c2nc(-c3ccc(F)cc3)cs2)CC1	-26	1	12	-18	-2[fluorescence artefact?]	9	-11	-1	12
O=C1[C@@H]2C(Cc3ccc(O)cc3)NC3(C(=O)Nc4ccc(F)cc43)[C@@H]2C(=O)N1c1ccc(F)cc1 (stereo partly specified)	nt	-21	-2	21	8	-1	3	0	nt
COc1ccccc1OCC(O)CN1C(=O)NC(C)(C)C1=O (stereo unspecified)	-1	2	-2	2	-9	-7	6	2	3
CCC(C)(C)n1nnnc1C(c1cc2ccc(OC)cc2[nH]c1=O)N1CCCCC1 (stereo unspecified)	-28	9	8	nt	6	3	-8	1	13
O=C(CSc1ccc(-c2ccccc2)nn1)N1CCOCC1	-14	-5	-8	-5	-1	4	8	6	0
CSc1ccc(Cn2nnc(C(=O)NCc3ccccc3)c2N)cc1	-8	-4	0	6	0	2	0	7	14
COc1ccccc1CNC(=O)c1cccc(N(C)C)c1	-15	nt	-17	-14	0[fluorescence artefact?]	-1	14	7	1
CC1CCN(S(=O)(=O)c2ccc3c(c2)oc(=O)n3CC(=O)N2CCc3ccccc3C2)CC1	-9	4	2	0	6	0	-5	11	-3
Cc1ccccc1NC(=O)c1ccc(CSc2ncccn2)cc1	-26	6	15	-94	nt	nt	-17	nt	-1
CCCn1c(O)c(/C=C2\C=NN=C2c2ccccc2)sc1=S	0	-6	17	17	nt	nt	-17	nt	-33
N#Cc1cnn2c1nc(N1CCOCC1)c1ccccc12	-11	-23	8	-38	nt	nt	-10	nt	13
O=C(O)c1cc(N2C(=O)C3CC=CCC3C2=O)ccc1NCc1cccnc1 (stereo unspecified)	1	17	5	2	nt	nt	-7	nt	9
Cc1ccc(C2CC2C(=O)NNC(=S)Nc2cccc(C)c2)cc1 (stereo unspecified)	-27	-5	-5	10	-4	7	8	4	-5
CCn1c(-c2ccc3ncccc3c2)n[nH]c1=S	-34	4	10	-7	nt	nt	-11	nt	6
Cc1nc2ccccc2n1C1CCN(CC(=O)NCc2ccc(F)cc2)CC1	-17	7	-4	-44	nt	nt	7	nt	-8
CCC(Sc1ncccc1C(=O)O)C(=O)N1CCOCC1 (stereo unspecified)	-23	32	-13	-193	0	-5	13	4	-2
CN(C1CCCCC1)S(=O)(=O)c1ccc(S(=O)(=O)N2CCN(C(=O)c3ccccc3F)CC2)cc1	-22	6	-10	-19	-6	9	12	0	9
O=c1cc(N2CCc3ccccc32)[nH]c(=O)n1-c1ccccc1	-1	12	-5	-32	-3	-2	6	-1	1
CCCCCCC1C(C#N)=C(N)OC2=C1C(=O)CC(C)(C)C2 (stereo unspecified)	-6	11	2	22	-9	12	-3	8	-2
CCOC(=O)C1CCCN(C(=O)COC(=O)C2=COCCO2)C1 (stereo unspecified)	-11	nt	-6	-37	6[fluorescence artefact?]	-2	6	6	-25
O=C(Nc1ccccc1)OCC1CCCN2CCCCC12 (stereo unspecified)	-9	-11	-4	-24	-4	-4	2	7	-1
CCOC(=O)c1[nH]c2ccc(F)cc2c1NC(=O)CN1CCc2cc(OC)c(OC)cc2C1	-36	-10	-2	5	-6	-16	1	-2	-3
CC(C)Cn1c(-c2nn(C)cc2Cl)n[nH]c1=S	-13	8	2	-16	-6	-1	1	9	7
O=C(CSc1ccccc1)NCCCN1CCOCC1	-10	-6	4	-4	-8	9	0	9	22
COC(=O)CNC(=O)c1ccccc1[N+](=O)[O-]	-20	10	19	23	nt	nt	-16	nt	6
Cc1ccc(CSC2=Nc3sccc3C3=NC(=O)CN23)cc1	-4	10	-2	-5	nt	nt	4	nt	2
C=CCNc1oc(-c2ccc(OC)cc2)nc1C#N	-27	18	-1	4	-29	1	3	3	-45
